ELG1 genotoxic: qHTS screen for small molecules that induce genotoxicity in human embryonic kidney (HEK293T) cells expressing luciferase-tagged ELG1; HEK293T ELG1-luciferase reporter, luminescence, 16 h; Potency, µM (titrated, usually from 46 µM), for the others: at the highest dose activity change, positive = activation, actives largely listed as activators; 1.3% of 330,000 active; AID 504466, 2011; further: potency means the concentration at half of the fitted maximal effect; % of control where 0% means no effect; nearly all actives have a fitted effect of over 60% in size
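After overnight (16 hr) compound treatment at 37 °C, ELG1-luciferase HEK293T cells were lysed with ONE-Glo; luminescence quantified 30 min later at room temperature.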
RORgamma inh: qHTS for inhibitors of ROR gamma transcriptional activity. AID 2551, 2010. Drosophila S2 Gal4-RORgamma UAS-luciferase reporter, 20 h. Potency, µM (top dose mostly 53.6 µM), inactives show at the highest dose activity change, negative = inhibition, actives largely listed as inhibitors. 5.4% of 310,000 active; further: potency means the concentration at half of the fitted maximal effect; on the % scale 0 is the no-effect control and ±100 the full control effect; nearly all actives have a fitted effect of over 60% in size
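Luciferase reporter read in Schneider cells carrying Gal4-RORγ (mouse) and UAS-Photinus luciferase; cells given compound 1 h before 700 uM copper sulfate induction, then incubated 20 h at ambient temperature.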
p53 reactivator: qHTS assay for re-activators of p53 using a Luc reporter; Potency, µM (highest dose often 92.2 µM), inactives show at the top dose activity change, positive = activation, actives largely listed as activators; AID 504706, 2011; H1299 p53-A138V BP100-luciferase reporter, luminescence, 24 h; 0.063% of 320,000 active; further: potency means the concentration at half of the fitted maximal effect; % of control where 0% means no effect; nearly all actives have a fitted effect of over 45% in size
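H1299 (p53-null), stable ts p53-A138V + BP100-Luc; 1000 cells/well, Opti-MEM/10% FBS; cpd 4 pt, 1:5; 24 h, 37 deg C, 5% CO2; detection reagent 10 min RT; luminescence.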
Giardia kill: Small Molecules that selectively kill Giardia lamblia: qHTS. Giardia lamblia trophozoite viability. activity change, % at 7.66 µM, hits read low. 0.15% of 340,000 active; in the data active means activity change below about -80%; inconclusive means between about -30% and that limit;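 further: parasites exposed to compound for two days anaerobically before the ATP read; on the % scale 0 is the no-effect control and ±100 the full control effect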
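Trophozoite viability was measured as ATP-dependent luminescence, read 15-30 min after reagent addition. Before that, parasites at 100 cells/well were exposed to compounds for 48 h, anaerobically, at 37 deg C.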
Menin-MLL TR inh: qHTS Assay for Inhibitors Targeting the Menin-MLL Interaction in MLL Related Leukemias: Competition With Texas Red Labeled MLL-derived Mutant Peptide. 0.23% of 270,000 active. O00255. Potency, µM (top dose mostly 61.6 µM), for inactives: at the highest dose FP activity change, negative = inhibition, hits mostly inhibitors. AID 1768, 2009. Menin + Texas Red MLL mutant peptide, fluorescence polarization; active means well fitted inhibition curve with a large enough effect in the polarisation, with a control signal flat, not every such curve was filed as active; inconclusive means small, poorly fitted or top-dose-only effect, or effect the other way, or a change in a side signal; inactive means no such curve, though single readings can be large or run the other way; the % refers to the polarisation; further: potency means the concentration at half of the fitted maximal effect; % of control where 0% means no effect; many of its hits are not listed in these tables
Gal4-VP16 FLuc: VP16 counterscreen qHTS for inhibitors of ROR gamma transcriptional activity | Drosophila S2 Gal4-VP16 UAS-luciferase, luminescence, 20 h | Potency, µM (top dose mostly 53.6 µM), without a hit: top-dose activity, negative = inhibition, hits mostly inhibitors | 3.5% of 310,000 active | AID 2546, 2010;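 further: Gal4-VP16 expression switched on by copper sulfate through the metallothionein promoter; potency means the concentration at half of the fitted maximal effect; on the % scale 0 is the no-effect control and ±100 the full control effect; nearly all actives have a fitted effect of over 50% in size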
BRCA1 expr up: qHTS Assay to Identify Small Molecule Activators of BRCA1 Expression; 1.1% of 380,000 active; MCF7-BRCA1-FFLuc reporter, luminescence, 48 h; response scale: scaled: vehicle 0%, 10 µM genistein 100%; Potency, µM (highest dose often 46.1 µM), for inactives: top-dose activation, usual class: activators; further: potency means the concentration at half of the fitted maximal effect; nearly all actives have a fitted effect of over 80% in size; some results filed as inactive show a strong effect at the top dose
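Quantitative HTS in MCF7 cells stably reporting BRCA1 expression via firefly luciferase. Compound treatment lasts 48 h at 37 °C in phenol-red free MEM. Activation is expressed relative to genistein at 10 microM and DMSO.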
FLuc counter: qHTS profiling assay for firefly luciferase inhibitor/activator using purifed enzyme and Km concentrations of substrates (counterscreen for miR-21 project); Luciferin 4-monooxygenase (Photinus pyralis), P08659; AID 588342, 2011; 6.9% of 360,000 active; purified FLuc, Km substrates, luminescence inhibition; Potency, µM (top dose mostly 57.5 µM), for the others: at the highest dose activity change, negative = inhibition, actives largely listed as inhibitors;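 further: potency means the concentration at half of the fitted maximal effect; plate controls were vehicle for no effect and reference inhibitor for full effect; nearly all actives have a fitted effect of over 55% in size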
Target sequence (P08659 whole entry, looked up): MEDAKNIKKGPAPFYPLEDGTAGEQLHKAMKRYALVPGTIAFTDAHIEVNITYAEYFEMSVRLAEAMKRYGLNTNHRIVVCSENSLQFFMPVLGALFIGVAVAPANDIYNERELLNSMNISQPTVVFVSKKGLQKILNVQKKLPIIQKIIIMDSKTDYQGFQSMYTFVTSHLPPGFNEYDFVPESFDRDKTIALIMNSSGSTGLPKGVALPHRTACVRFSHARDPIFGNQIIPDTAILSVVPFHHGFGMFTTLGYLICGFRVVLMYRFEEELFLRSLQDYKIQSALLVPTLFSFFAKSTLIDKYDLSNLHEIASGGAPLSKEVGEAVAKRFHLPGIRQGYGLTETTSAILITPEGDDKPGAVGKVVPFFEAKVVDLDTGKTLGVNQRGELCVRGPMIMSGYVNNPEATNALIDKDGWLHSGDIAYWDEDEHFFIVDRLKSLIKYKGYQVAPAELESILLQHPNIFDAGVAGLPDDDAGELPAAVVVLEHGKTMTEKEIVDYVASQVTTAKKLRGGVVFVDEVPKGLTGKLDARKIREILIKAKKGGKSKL
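Purified P. pyralis luciferase (10nM final) with 10uM D-luciferin and 10uM ATP (Km levels) in 50mM Tris acetate pH 7.5, 10mM Mg acetate, 0.01% Tween-20, 0.05% BSA; qHTS 6-point titration, ~60 µM downward; luminescence read.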
PKM2 activator: qHTS Assay for Activators of Human Muscle isoform 2 Pyruvate Kinase. Pyruvate kinase PKM (Homo sapiens), P14618. Potency, µM (doses to about 57.5 µM), for inactives: at the top dose activation, usual class: activators. AID 1631, 2009. purified PKM2, Kinase-Glo ATP luminescence, activation; response scale: 0% is enzyme alone, no compound. 0.34% of 260,000 active; further: potency means the concentration at half of the fitted maximal effect; on the % scale 0 is the no-effect control and ±100 the full control effect; nearly all actives have a fitted effect of over 55% in size
Target sequence (P14618 whole entry, looked up, canonical isoform): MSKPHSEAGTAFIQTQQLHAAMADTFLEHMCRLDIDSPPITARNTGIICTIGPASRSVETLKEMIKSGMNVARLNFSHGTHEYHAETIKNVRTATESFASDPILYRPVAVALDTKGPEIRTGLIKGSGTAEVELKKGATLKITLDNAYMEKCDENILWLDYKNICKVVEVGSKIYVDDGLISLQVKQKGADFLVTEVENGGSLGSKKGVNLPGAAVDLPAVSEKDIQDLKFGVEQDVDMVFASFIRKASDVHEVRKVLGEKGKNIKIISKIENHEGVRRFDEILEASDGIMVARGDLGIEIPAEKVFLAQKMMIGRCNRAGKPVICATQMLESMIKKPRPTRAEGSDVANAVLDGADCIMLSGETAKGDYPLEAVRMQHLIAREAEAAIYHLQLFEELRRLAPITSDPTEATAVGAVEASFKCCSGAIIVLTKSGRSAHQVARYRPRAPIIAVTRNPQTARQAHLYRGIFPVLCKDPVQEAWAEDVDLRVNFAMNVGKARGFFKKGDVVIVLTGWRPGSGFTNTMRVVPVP
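Purified hPK-M2 (>95% pure) converted ADP (0.1 mM final) to ATP with 0.5 mM PEP in 50 mM imidazole pH7.2, KCl, MgCl2, Tween 20, BSA; 1 h at room temperature. ATP detected by Kinase-Glo luminescence.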
NPC1 prom act: qHTS Assay for NPC1 Promoter Activators | Huh7 NPC1 promoter luciferase reporter, 24 h | Potency, µM (titrated, usually from 9.22 µM), inactives show at the highest dose activation, hits mostly activators | 2.4% of 320,000 active;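 further: potency means the concentration at half of the fitted maximal effect; % of control where 0% means no effect; nearly all actives have a fitted effect of over 60% in size; reporter is driven by a mutant NPC1 promoter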
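Cells: Huh7 expressing luciferase under the NPC1 promoter, 1500/well. Seeded 2 h, compound added, incubated 24 h at 37 °C. Luciferase reagent, 10 min ambient, then luminescence.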
Rab9 promoter act: qHTS Assay for Rab9 Promoter Activators. Huh7 Rab9 promoter-luciferase reporter, luminescence, 24 h. Potency, µM (doses to about 9.22 µM), inactives show at the top dose activation, negative = inhibition, hits mostly activators. 2.8% of 320,000 active; further: potency means the concentration at half of the fitted maximal effect; % of control where 0% means no effect; nearly all actives have a fitted effect of over 60% in size
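Huh7 reporter line, Rab9 promoter upstream of luciferase. Compound exposure 24 h at 37 °C in reduced-serum medium with 10% FBS. Read-out: luminescence.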
An asterisk follows results filed as active; ? = inconclusive; / = no result given; [ ] = another dose, or the depositor's remark. Unless noted, the call rests on the fitted dose curve; in most records, active means well fitted curve in the direction sought with a large enough effect; inconclusive means small, poorly fitted or top-dose-only effect, or another doubt; inactive means no such curve, though single readings can be large; an effect the other way counts as inactive or inconclusive. Not all compounds are listed; the hit share may differ from the screen's.

SMILES	ELG1 genotoxic	RORgamma inh	p53 reactivator	Giardia kill	Menin-MLL TR inh	Gal4-VP16 FLuc	BRCA1 expr up	FLuc counter	PKM2 activator	NPC1 prom act	Rab9 promoter act
Cc1cc(C)nc(NS(=O)(=O)c2ccc(NC(=O)CN3C(=O)C4CC=CCC4C3=O)cc2)n1 (configuration not stated)	5%	-7%	0%	-1	7%	4%	0%	-6%	0%	-2%	-3%
Cc1ccc(S(=O)(=O)N(CC(=O)NCc2ccccn2)c2ccc(Cl)cc2)cc1	0%	34%	-9%	-18	?	-2%	-39%	2%	3%	2%	-1%
CCOc1ccccc1CSc1nc2ccccc2[nH]1	-1%	?	3%	-2	15%	?	-38%	?	3%	-1%	-4%
CCc1c(C)sc(NC(=O)c2cc(CC(C)C)on2)c1C#N	0%	-13%	-1%	8	-13%	1%	-7%	-11%	-12%	2%	-2%
CCOCCOC(=O)C1=C(C)N(C)C(=O)NC1c1ccccc1Cl (configuration not stated)	-1%	-15%	0%	4	4%	2%	19%	0%	7%	-1%	2%
CC1CCCC(N2C(=O)NC(NC(=O)c3ccco3)(C(F)(F)F)C2=O)C1C (configuration not stated)	-1%	1%	-1%	-13	30%[activator]	3%	-28%	-1%	4%	-1%	3%
CN(CC(=O)Nc1ccc(F)cc1)C(=O)COC(=O)CN1C(=O)NC2(CCCC2)C1=O	-7%	10%	11%	4	/	-1%	0%	3%	-1%	-3%	15%
O=S(=O)(c1cnc[nH]1)N1CCc2ccccc21	-4%	-11%	-5%	6	-2%	4%	10%	3%	-2%	-5%	-3%
CCCCOC(=S)NC(=O)c1sc2ccccc2c1Cl	0%	5.6µM*	8%	4	8%	?	0%	-17%	-4%	-4%	15%
Cc1cc(C)n2c(SCC(=O)Nc3c(C)n(C)n(-c4ccccc4)c3=O)nnc2n1	2%	?	-7%	10	/	3%	0%	4%	-2%	-1%	-5%
Cc1sc2ncnc(N3CCC(C(=O)NCC(=O)Nc4ccc(F)c(F)c4)CC3)c2c1C	-25%	2%	-3%	-5	16%	-16%	-75%	3%	0%	-9%	-4%
CCCCn1c(N)c(N(CCC(C)C)C(=O)C2=COCCO2)c(=O)[nH]c1=O	0%	20%	5%	-5	/	2%	-1%	4%	-3%	1%	0%
Cc1ccc(NC(=O)CS(=O)CC(=O)N(C(C)C(=O)NC2CCCCC2)C(C)(C)C)cc1 (configuration not stated)	-1%	22%	1%	-2	-10%	-1%	-6%	-1%	4%	-4%	1%
COc1ccc(N2CCN(S(=O)(=O)c3c(C)[nH]c(C)c3C(=O)N3CCCC3)CC2)cc1	2%	5%	0%	18	/	-3%	2%	0%	/	-3%	-4%
O=c1oc(-c2ccccc2)nc2c1cnn2-c1ccccc1	0%	?	1%	-1	28%	-1%	2%	0%[2.3 µM]	-1%	1%	0%
O=C(COC(=O)c1ccco1)Nc1ccc(Br)cc1	-1%	-5%	-5%	9	16%	17%	-4%	9.5µM*	-1%	2%	3%
O=C(Nc1nccs1)c1cn(-c2ccccc2)nc1-c1ccncc1	-13%	-33%	-6%	3	5%	0%	0%	4%	-6%	-9%	-1%
COCc1cc(=O)n2[nH]c(-c3ccco3)cc2n1	3%	0%	-1%	-14	/	3%	5%	-14%	-1%	-6%	0%
O=C(COC(=O)CCN1C(=O)C2CC=CCC2C1=O)NCCc1ccc(F)cc1 (configuration not stated)	0%	/	2%	19	/	/	3%	0%	/	-3%	8%
CCn1ccnc1CNC(=O)c1ccc2oc(C(C)C)nc2c1	12%	-27%	4%	-3	/	15%	13%	5%	-7%	0%	23%
CCCCOc1ccc(C(=O)N2CCCC2C(=O)O)cc1 (configuration not stated)	-1%	-25%	0%	-28	-2%	4%	8%	-1%	-4%	-3%	-5%
Cc1ccc2c(c1)C1(SCCS1)C(=O)N2	0%	1%	18%	6	9%	1%	-2%	-2%	-2%	-7%	-5%
O=C(COC(=O)c1cc(-c2cccs2)nc2ccccc12)NCc1ccco1	-5%	-21%	-2%	-3	?	?	-28%	?	21%	-9%	-3%
COc1ccc(OC)c(NC(=O)NCc2ccc(F)cc2)c1	0%	-27%	-4%	-11	-3%	-9%	0%	-16%	-15%	8%	-9%
Cc1ccc(CNC(=O)CCc2c(C)[nH]c(=O)c(C#N)c2C)cc1	4%	-3%	2%	3	7%	-13%	1%	1%	/	3%	2%
Carrying on.
SMILES	ELG1 genotoxic	RORgamma inh	p53 reactivator	Giardia kill	Menin-MLL TR inh	Gal4-VP16 FLuc	BRCA1 expr up	FLuc counter	PKM2 activator	NPC1 prom act	Rab9 promoter act
CCOC(=O)c1c(O)c2cc(Cl)ccc2n(CC)c1=O	-8%	9%	5%	9	/	-4%	-15%	-4%	5%	5%	-1%
COCCCNc1nc2ccccc2nc1NS(=O)(=O)c1cccc(C)c1	-2%	?	0%	-5	-26%	0%	-15%	2%	/	-2%	4%
CCN(CC)c1ccc(CNc2ccc(Br)cn2)cc1	10µM*	21%	?	8	-5%	6%	?	?	-2%	?	26%
CCOC(=O)c1cccc(C(=O)OCC)n1	-1%	2%	1%	0	4%	9%	-20%	3%	-7%	0%	-1%
CCCc1nnc(NS(=O)(=O)c2ccccc2)s1	-1%	-23%	7%	26	4%	3%	4%	-1%	5%	2%	-4%
CS(=O)(=O)N1CCc2cc(C(=O)N3CCCC3)ccc21	3%	-11%	-1%	11	0%	-11%	5%	-1%	2%	-2%	6%
Cc1cc(C(=O)N/N=C/c2ccc(N(C)C)o2)cs1	18%	13µM*	-2%	5	/	6.3µM*	-19%	?	29%	0%	4%
O=C(Nc1ncc2c(n1)-c1ccccc1CC2)c1ccccc1	2%	17%	1%	-1	/	8%	-23%	?	-1%	23%	11%
O=c1[nH]cccc1-c1nc2ccccc2n1Cc1ccc(F)cc1	-3%	20%	-4%	-28	-1%	-11%	-14%	2%	/	1%	-2%
O=C(Cc1ccccc1)NCC(=O)Nc1cccc(Br)c1	8%	43%	-6%	16	10%	-5%	-2%	-10%	-15%	-17%	-3%
COc1cccc(CNC(=O)CN(C)S(=O)(=O)c2ccc3c(c2)CC(C)N3C(C)=O)c1 (configuration not stated)	0%	-9%	5%	-15	30%	0%	18%	0%	0%	1%	5%
CC1O[C@@H]2O[C@](O[C@H](C)CC[C@@H](C)O)(c3ccccc3)O[C@@H]2C[C@H]1O (some centres not stated)	0%	/	-4%	-4	/	/	2%	5%	/	0%	-3%
CC(=O)Nc1ccc(Nc2c3ccccc3nc3ccccc23)cc1	13µM*	?	-5%	-20	0%	-10%[10 µM]	-57%	-15%	0%	-23%	-27%
CCN(CC)CC(=O)Nc1cccc2c1C(=O)c1ccccc1C2=O	-11%	?	0%	6	0%	-16%	-16%	-1%	-10%	4%	-4%

Of the compounds above, these contain bromine:
SMILES	ELG1 genotoxic	RORgamma inh	p53 reactivator	Giardia kill	Menin-MLL TR inh	Gal4-VP16 FLuc	BRCA1 expr up	FLuc counter	PKM2 activator	NPC1 prom act	Rab9 promoter act
O=C(COC(=O)c1ccco1)Nc1ccc(Br)cc1	-1%	-5%	-5%	9	16%	17%	-4%	9.5µM*	-1%	2%	3%
CCN(CC)c1ccc(CNc2ccc(Br)cn2)cc1	10µM*	21%	?	8	-5%	6%	?	?	-2%	?	26%
O=C(Cc1ccccc1)NCC(=O)Nc1cccc(Br)c1	8%	43%	-6%	16	10%	-5%	-2%	-10%	-15%	-17%	-3%

By substructure: the compounds so far containing a cyano group (two)
SMILES	ELG1 genotoxic	RORgamma inh	p53 reactivator	Giardia kill	Menin-MLL TR inh	Gal4-VP16 FLuc	BRCA1 expr up	FLuc counter	PKM2 activator	NPC1 prom act	Rab9 promoter act
CCc1c(C)sc(NC(=O)c2cc(CC(C)C)on2)c1C#N	0%	-13%	-1%	8	-13%	1%	-7%	-11%	-12%	2%	-2%
Cc1ccc(CNC(=O)CCc2c(C)[nH]c(=O)c(C#N)c2C)cc1	4%	-3%	2%	3	7%	-13%	1%	1%	/	3%	2%

Bioassay records: PubChem BioAssay, National Center for Advancing Translational Sciences (NCATS)
